# High-throughput results as filed in PubChem.
# ST2 IL33 inh: inhibitors of human ST2 (IL1RL1) binding to IL-33, primary screen, biochemical, AlphaLISA; AID 1259354, 2018; hit rate 2.3% among 78,000; inhibition, % for hits at 17 µM; AlphaLISA ST2-Fc/biotin-IL-33 interaction, 1 h; Interleukin-1 receptor-like 1 (Homo sapiens), Q01638; in the data active = inhibition above about 30%; inconclusive = mostly about 10% to 28%
# Target sequence (Q01638 whole entry, looked up): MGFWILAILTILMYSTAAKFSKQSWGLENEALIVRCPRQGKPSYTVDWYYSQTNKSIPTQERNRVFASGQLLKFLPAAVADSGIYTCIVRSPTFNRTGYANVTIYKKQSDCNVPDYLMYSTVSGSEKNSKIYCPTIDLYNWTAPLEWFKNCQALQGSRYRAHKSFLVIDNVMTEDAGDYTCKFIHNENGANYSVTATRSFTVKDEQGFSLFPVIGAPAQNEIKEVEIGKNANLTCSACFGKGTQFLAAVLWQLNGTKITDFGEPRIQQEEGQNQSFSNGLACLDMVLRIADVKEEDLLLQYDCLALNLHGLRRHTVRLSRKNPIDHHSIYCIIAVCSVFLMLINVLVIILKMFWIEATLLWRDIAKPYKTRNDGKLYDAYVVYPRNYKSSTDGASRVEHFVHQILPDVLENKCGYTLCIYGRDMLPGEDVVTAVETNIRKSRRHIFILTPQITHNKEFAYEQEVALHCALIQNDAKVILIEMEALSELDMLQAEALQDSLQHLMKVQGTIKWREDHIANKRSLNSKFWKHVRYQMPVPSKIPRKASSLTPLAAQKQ
# Numbers without * were called inactive; i = inactive; u = inconclusive. The list is partial; the hit share may differ from the screen's.
SMILES,ST2 IL33 inh
Cc1nc2sccn2c1C(=O)N1CCC(n2nccc2NC(=O)C(C)(C)C)CC1,u
CN1C2OC3OC4C(OC3OC2N(C)S1(=O)=O)N(C)S(=O)(=O)N4C (stereo unspecified),i
COCCn1c(=O)[nH]c2cc(C(=O)N3CCN(C4CCCCC4)CC3)ccc2c1=O,i
CCN(Cc1ccncc1)C1CCCN(S(=O)(=O)c2ccc(S(C)(=O)=O)cc2)C1 (stereo unspecified),i
CCOC(=O)C1CCCN(C(=O)CCc2nc(-c3ccccc3F)no2)C1 (stereo unspecified),i
COc1ccccc1C(=O)Nc1ccc([N+](=O)[O-])cc1Cl,i
COC(=O)Cn1c2ccc(C)cc2c2nc3ccccc3nc21,i
Cc1nc2c(-c3ccc(F)cc3)c(C)nn2c(C)c1CCC(=O)Nc1ccc(F)cc1F,u
Cc1ccc(NC2SC(=O)N(c3cccc(C)c3)C2=O)cc1 (stereo unspecified),i
O=C(O)COCC(=O)N[C@H]1CCN2C(=O)c3cc(-c4cccs4)ccc3NC(=O)[C@H]12,i
OC(COCc1ccc(Cl)cc1)CN1CCN(c2ccccc2)CC1 (stereo unspecified),i
CCc1[nH]nc(C(=O)NC2CCCN(CC3CCCCC3)C2)c1C (stereo unspecified),u
COCCN1CCC(C(=O)N2CCOc3ccc(Cl)cc3C2)C1 (stereo unspecified),u
CCOC(=O)Cn1c(=O)c2c(nc3n2CCN3c2ccccc2)n(C)c1=O,i
O=C(Nc1cc(S(=O)(=O)C(F)(F)F)ccc1Cl)c1cccnc1,i
COc1ccccc1S(=O)(=O)Cc1ccc(C(=O)NCc2ccco2)o1,i
O=C(Nc1ccc(S(=O)(=O)N2CCc3ccccc32)cc1)c1ccccc1Br,i
CCCc1nc2nc[nH]n2c(=O)c1NC(=O)Nc1ccc(C)c(C)c1,u
COc1ccc2cc3cc(C(=O)N4CCC(C(N)=O)CC4)sc3nc2c1,u
O=C(NCCc1ccco1)C1CCN(c2ccc(-c3cccs3)nn2)CC1,i

# Of the compounds above, these contain an aryl methoxy group:
SMILES,ST2 IL33 inh
COc1ccccc1C(=O)Nc1ccc([N+](=O)[O-])cc1Cl,i
COc1ccccc1S(=O)(=O)Cc1ccc(C(=O)NCc2ccco2)o1,i
COc1ccc2cc3cc(C(=O)N4CCC(C(N)=O)CC4)sc3nc2c1,u

# The list continues:
SMILES,ST2 IL33 inh
CC1CCN(C(=O)CNS(=O)(=O)c2ccc(Br)s2)CC1,i
Cc1cccc(C2CCCN(C(=O)CCc3csc(N)n3)C2)c1 (stereo unspecified),i
c1cc(-c2ccc(CN(Cc3ccsc3)CC3CCCO3)s2)[nH]n1 (stereo unspecified),u
CC(C)C[C@@H]1N[C@H](C(=O)NCc2ccc(C(F)(F)F)cc2)Cc2c[nH]c3cccc1c23,u
CCC(=O)Nc1nc(-c2cccs2)nc2c1c(=O)oc1ccccc12,i
Cc1cc(C(=O)N(CC2CCN(C3Cc4ccccc4C3)CC2)CC2CCCO2)c(C)o1 (stereo unspecified),i
CC[C@H]1CN(C(=O)NC(C)C)CC[C@H]1CC(=O)NCc1cccc2ccccc12,i
Cc1cc([N+](=O)[O-])nn1CCCC(=O)Nc1ccc(F)cc1F,i
O=C(NCCSc1c[nH]c2ccccc12)c1ccccc1I,i
O=[N+]([O-])c1ccc(N2CCCC2)cc1Sc1cccc2cccnc12,u
CCC1CCC(N2CCN(CC)CC2)CC1 (stereo unspecified),u
CCCS(=O)(=O)N1CCCC(C(=O)NC2CCCCC2)C1 (stereo unspecified),i
CCCn1cc(SCC(=O)Nc2ccc(F)cc2)c2ccccc21,i
O=C1CCSc2ccccc2N1Cc1cccc(F)c1,i
COCC(=O)NCCCc1nc2ccccc2[nH]1,i
CC(C)Cn1cc(C(=O)N2CCC(Cc3ccccc3)CC2)c2c3ccccc3n(C)c2c1=O,u
CCOC(=O)C1CCN(C(=O)c2cn(CC(C)C)c(=O)c3c2c2ccccc2n3C)CC1,u
Cc1cc(-n2ncc(C#N)c2N)nc2ccccc12,u
O=C(O)CCC(=O)c1ccccc1,i
O=C1NCC2(CCN(C(=O)c3ccc4cccc(Cl)c4n3)CC2)O1,u
Cc1ccc(-c2nnc(-c3ccc(Cl)cc3)o2)cc1,i
CSc1ccc(C2C(C#N)=C(N)OC(C)=C2C(C)=O)cc1 (stereo unspecified),i
C/C(=C\c1ccccc1)CN1[C@@H]2CC[C@H]1CN(C)C(=O)C2,i
CCN(CCN1C(=O)c2ccccc2C1C(=O)NC1CCCCCC1)c1ccccc1 (stereo unspecified),i
CC(C)c1nc(CN(C)C(=O)c2cnn(Cc3ccccc3)c2)cs1,i
CC(C)(C)c1ccc(C(=O)Nc2nnc(-c3ccco3)s2)cc1,i
N#Cc1c(C(F)(F)F)cc(-c2ccccc2)nc1SCC(=O)Nc1ccc(C(N)=O)cc1,u
O=C1CNc2ccc(C(=O)N3C[C@@H]4C5CCC(CC5)[C@@H]4C3)cc2N1,i
CCc1nc(C)cn1S(=O)(=O)c1cc(OC)c(C)cc1C,i
Cc1ccc(S(=O)(=O)Nc2cccc3ccc(-n4nc(C)cc4C)nc23)cc1,i
Cc1cccc(CN2CCCN(CC(=O)NC(C)CCc3ccccc3)S2(=O)=O)c1 (stereo unspecified),i
Cc1cccnc1N1CCN(C(=O)c2ccc3c(c2)OCCN3C)CC1,i
CCCCNC(=O)c1cn(CC)c2ccc(S(=O)(=O)N3CCCC3)cc2c1=O,i
Cc1cc(Cl)c(OCCCN2CCOCC2)c(Br)c1,i
OCc1ccc(-c2nn(Cc3ccccc3)c3ccccc23)o1,u
CC1(C)Cc2c(cnn2-c2ccccc2)C(NC(=O)c2ccc(Cn3cnnn3)cc2)C1 (stereo unspecified),u
CC(C)C(C(=O)Nc1ccc(I)cc1)N1C(=O)c2ccccc2C1=O (stereo unspecified),i
CC1=C(C(=O)NCc2ccc(OC(C)C)cc2)C2(CCN(S(C)(=O)=O)CC2)OC1=O,i
Cc1nc(-c2ccncc2)ncc1C(C)NC(=O)c1ncoc1C1CC1 (stereo unspecified),i
CC(=O)N1CCN(C(=O)c2c(-c3ccccc3)nn(-c3ccccc3)c2C)CC1,i

# 7 records picked at random from those above:
SMILES,ST2 IL33 inh
N#Cc1c(C(F)(F)F)cc(-c2ccccc2)nc1SCC(=O)Nc1ccc(C(N)=O)cc1,u
CC(C)C(C(=O)Nc1ccc(I)cc1)N1C(=O)c2ccccc2C1=O (stereo unspecified),i
CC1=C(C(=O)NCc2ccc(OC(C)C)cc2)C2(CCN(S(C)(=O)=O)CC2)OC1=O,i
CCN(CCN1C(=O)c2ccccc2C1C(=O)NC1CCCCCC1)c1ccccc1 (stereo unspecified),i
CCc1nc(C)cn1S(=O)(=O)c1cc(OC)c(C)cc1C,i
CC1(C)Cc2c(cnn2-c2ccccc2)C(NC(=O)c2ccc(Cn3cnnn3)cc2)C1 (stereo unspecified),u
Cc1cccnc1N1CCN(C(=O)c2ccc3c(c2)OCCN3C)CC1,i

# (more compounds)
SMILES,ST2 IL33 inh
Cc1c(CN2CCC(CCC(=O)NCc3ccc(F)cc3)CC2)[nH]c2ccccc12,i
Cc1ccc(OCCCn2ccnc2)c(Br)c1,i
COc1ccc(S(=O)(=O)N2CCNC(C(=O)O)C2)c2c1CCCC2 (stereo unspecified),u
CSC(C)(C)CC(C)NC1CCN(Cc2cccnc2)CC1 (stereo unspecified),u
CCOC(=O)c1c(NC(=O)CN2C(=O)c3ccccc3C2=O)sc(C)c1C,i
COc1ccc(C(=O)N2CCC(C(=O)Nc3ccc(Br)cc3)CC2)cc1OC,i
O=C1Nc2ccccc2NC12CCN(c1ncnc3c1CCNC3)CC2,i
Cc1cc(C)n(CCC(=O)N(Cc2ccccc2Cl)C2CC2)c(=O)n1,i
CC1=[N+]([O-])C(C)(C)CC(C)c2ccccc21 (stereo unspecified),i
CC[C@@H](NC(C)=O)C(=O)NCc1ccc2[nH]c(-c3ccc(F)cc3)c(C)c2c1,i
Clc1ccc(SCCn2ccnc2)cc1,i
O=C(Nc1ccc(F)c(Cl)c1)c1cc2c(=O)oc3ccccc3c2s1,i
Cc1cc(=O)oc2c(CN(CC(C)C)CC(C)C)c(O)ccc12,i
CCOC(=O)c1c(NC(=O)c2cc(C)on2)sc2c1CCCC2,i
O=c1cc(-c2ccccc2)nc(SCCOc2ccccc2)[nH]1,u
c1ccc(-c2ncn(CCN3CCCC3)c2-c2nc3ccccc3[nH]2)cc1,i
COC(=O)[C@@H](NC(=O)C1CCN(c2nc(C)c3cc(C)ccc3n2)CC1)C(C)C,i
Cc1cc(C)n(CCN(C)C(=O)CC2(c3ccccc3Cl)CC(=O)N(C3CCCC3)C2=O)n1 (stereo unspecified),u
N#CC(c1ccc(O)cc1)N1CCCCC1 (stereo unspecified),i
CCOC(=O)CC1(NC(=O)C2CCC(=O)N(CCc3ccccn3)C2)CCCCC1 (stereo unspecified),i
Cc1ccc(C)c(OCC(=O)N2CCN(c3ccccn3)CC2)c1,i
COc1cc(NC(=O)N2C[C@@H]3C[C@H](C2)c2ccc(NC(=O)c4ccc(F)cc4)c(=O)n2C3)cc(OC)c1,i
COC(=O)c1ccccc1S(=O)(=O)N1CCCC1c1ccccn1 (stereo unspecified),u
CC(C(=O)Nc1ccc(Cl)cc1O)N1C(=O)c2ccccc2C1=O (stereo unspecified),u
COc1ccc(/C=C2\N=C(c3cccc(C)c3)OC2=O)c(OC)c1OC,48%*
O=C(O)C1CN(Cc2ccc3c(c2)Cc2ccccc2-3)CCN1 (stereo unspecified),i
CN(Cc1ccccc1)C(=O)C[C@@H]1O[C@H](CNS(C)(=O)=O)[C@@H](O)[C@H]1O,i
COC(=O)c1ccc(N2C(=O)C3C4CC(C(Br)C4Br)C3C2=O)cc1 (stereo unspecified),i
CCn1nc(C(=O)O)c2c1CCC(NCCN1CCCOC1=O)C2 (stereo unspecified),i
O=C(c1cccc([N+](=O)[O-])c1)n1nnc2ccccc21,i
C/C=C/C=C/C=C/C(=O)O[C@@H]1C=C2CO[C@@H](O)[C@]2(O)[C@@]2(C)CCCC(C)(C)[C@H]12,i
CC1=C(C)CC(C(=O)c2ccccc2)C(C(=O)O)C1 (stereo unspecified),u
Cn1c(=O)c2c(nc3n(Cc4ccco4)c(-c4ccc(F)cc4)cn23)n(C)c1=O,u
Cc1nccn1CCn1cnc(-c2ccccc2)c1-c1cccc2cccnc12,i
COC(=O)c1ccc(C(=O)N=c2sc3cc(F)ccc3n2C)cc1,i
CCOC(=O)N1CCC(NCc2c(C(=O)N(C)Cc3ccccc3)nc3ccccn23)CC1,i
Cc1ccc(N2C(=O)NC3CC2(C)Oc2ccccc23)cc1 (stereo unspecified),i
O=C(c1ccco1)N1CCN(CC(O)Cn2c3ccc(Cl)cc3c3cc(Cl)ccc32)CC1 (stereo unspecified),i
Cc1cnc(C)c(N2CCN(C(=O)CC3C(=O)NCCN3CCc3ccccc3)CC2)n1 (stereo unspecified),i
O=C(NCc1nnc(-c2ccccc2)o1)c1cccc2c1OCC2,i
Cc1cccc(C(=O)Nc2nc3c(s2)C(=O)CC(C(=O)N(C)Cc2csc(C)n2)C3)c1 (stereo unspecified),i
CCc1nc2c(cnn2-c2ccc(C)c(C)c2)c(=O)n1-c1ccc(OC)cc1,u
CC(CCc1ccccc1)NC(=O)c1ccc(Br)o1 (stereo unspecified),u
CCOc1ccc(-n2c(SCC(=O)NC3CCCCC3)nc3c(c2=O)SCC3)cc1,i
O=C(Nc1cccc(-c2ccco2)c1)C1CCN(C(=O)c2cc(=O)c3ccccc3o2)CC1,u
CCOc1ccccc1-n1c(CN2CCN(C)CC2)n[nH]c1=O,i
CN(C(=O)c1cnc2n(c1=O)CCS2)C1CCCCC1,i
Cn1cc(CN2CCN(C(=O)c3ccco3)CC2)c(-c2ccc(Oc3ccccc3)cc2)n1,i
CCN1CCN(C(=O)CCC2CCN(Cc3cccc4c3OCO4)CC2)CC1,i
COC1CCC(C(=O)N2C[C@@H](N)C[C@H]2C(=O)NC(C)C)CC1 (stereo partly specified),i
COc1cc(S(=O)(=O)N2CCN(c3nc(C)cc(N(C)C)n3)CC2)c(C)cc1C,u
Cc1ccc2nc(Sc3ccccc3)c(C#N)c(=O)n2c1,i
Cn1cnc(S(=O)(=O)N2CC[C@@H](c3ccc4c(c3)OCO4)[C@H](O)C2)c1,i
O=C(O)c1ccccc1C(=O)N[C@H]1CO[C@H]2[C@@H]1OC[C@@H]2n1nnnc1Oc1ccc2c(c1)OCO2,i
CN(C)C(=O)c1nn(Cc2ccccc2)c2c1CN(C/C=C/c1ccccc1)CC2,i
O=C(NCc1ccccc1)[C@@H]1Cc2nc[nH]c2CN1Cc1ccc(Cl)cc1,i
Cc1ccc(CNc2cccc(C(=O)N(C)CCn3ccnc3C)c2)s1,i
COCc1nc(CNC(=O)c2c(C)c3cccc(C)c3n2C)no1,i
Cc1ncsc1C(=O)N1CCCN(CC2CC2)C(C(C)C)C1 (stereo unspecified),i
O=S(=O)(NCc1ccccc1)N1CCCCC1c1cccnc1 (stereo unspecified),u

# As a working copy, part of the list above.
SMILES,ST2 IL33 inh
Cc1cccc(C(=O)Nc2nc3c(s2)C(=O)CC(C(=O)N(C)Cc2csc(C)n2)C3)c1 (stereo unspecified),i
CCc1nc2c(cnn2-c2ccc(C)c(C)c2)c(=O)n1-c1ccc(OC)cc1,u

# The list goes on.
SMILES,ST2 IL33 inh
CCCCOC(=O)c1ccc(OC(=O)c2cc3ccccc3oc2=O)cc1,i
O=C(NCc1ccc(Cl)cc1)c1cc(-c2ccco2)on1,i
C=CCN(CC=C)S(=O)(=O)c1ccc(C(=O)Nc2nnc(-c3ccccc3OC)o2)cc1,u
O=C(CCCc1ccccc1)NCc1ccccc1,i
C=CCN(CC=C)S(=O)(=O)c1ccc(C(=O)Nc2nnc(C3CC3)o2)cc1,i
Cc1ccccc1-c1nc(CSCC(=O)N2CCc3ccccc3C2)c(C)o1,i
Fc1cccc(Cc2noc(CN3CCCN(C4CCCCC4)CC3)n2)c1,i
Cc1ccnc(NS(=O)(=O)c2ccc(NC(=O)C3CCCNC3=O)cc2)n1 (stereo unspecified),i
COC(=O)c1sc2ccccc2c1NC(=O)c1cccs1,i
Nc1cccc(C(=O)N(CCN2CCOCC2)Cc2ccco2)c1,i

# A different layout for part of the listing above.
> C=CCN(CC=C)S(=O)(=O)c1ccc(C(=O)Nc2nnc(-c3ccccc3OC)o2)cc1
  ST2 IL33 inh = u
> O=C(CCCc1ccccc1)NCc1ccccc1
  ST2 IL33 inh = i
